Exocytosis inh: LAMP-1 surface exposure blockers, TALL-104 cells – cell-based, flow cytometry, MLPCN library, primary screen. TALL-104 LAMP-1 surface exposure; cells stimulated with thapsigargin and PMA. inhibition, % at 10 µM. hit rate 0.66% among 360,000;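 active = inhibition above about 55%, limit read from the data; inconclusive = no clear call, values can overlap the other calls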
Peg3 promoter: Peg3 promoter-driven luciferase inhibitors, primary screen, cell-based, HeLa, luciferase luminescence. HeLa PEG-Prom luciferase reporter, overnight. inhibition, % at 20 µM. hit rate 1.7% among 360,000;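 active = inhibition of at least 50% at 20 µM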
hiPSC survival: enhancers of single-cell hiPSC survival, primary screen, ATPlite luminescence; 100% = ROCK inhibitor wells, 0% = DMSO; survival enhancement, % at 20 µM; hit rate 0.044% among 360,000; in the data active = survival enhancement above about 18%;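 note: cells exposed to compounds for 16 hours before the ATP read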
PDI inh: inhibitors of human PDI, primary screen, biochemical, turbidity, single point, plate reader. Protein disulfide-isomerase (Homo sapiens), P07237. PDI insulin aggregation turbidity, A650, 90 min. hit rate 0.052% among 350,000. inhibition, % at 10 µM;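 active = mean inhibition across replicates of 30% or more, whatever share of single replicates reach that level; inconclusive = mean inhibition below 30% while every single replicate reaches 30%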;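 note: absorbance from insulin aggregation driven by PDI reduction with DTT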
Target sequence (P07237 whole entry, looked up): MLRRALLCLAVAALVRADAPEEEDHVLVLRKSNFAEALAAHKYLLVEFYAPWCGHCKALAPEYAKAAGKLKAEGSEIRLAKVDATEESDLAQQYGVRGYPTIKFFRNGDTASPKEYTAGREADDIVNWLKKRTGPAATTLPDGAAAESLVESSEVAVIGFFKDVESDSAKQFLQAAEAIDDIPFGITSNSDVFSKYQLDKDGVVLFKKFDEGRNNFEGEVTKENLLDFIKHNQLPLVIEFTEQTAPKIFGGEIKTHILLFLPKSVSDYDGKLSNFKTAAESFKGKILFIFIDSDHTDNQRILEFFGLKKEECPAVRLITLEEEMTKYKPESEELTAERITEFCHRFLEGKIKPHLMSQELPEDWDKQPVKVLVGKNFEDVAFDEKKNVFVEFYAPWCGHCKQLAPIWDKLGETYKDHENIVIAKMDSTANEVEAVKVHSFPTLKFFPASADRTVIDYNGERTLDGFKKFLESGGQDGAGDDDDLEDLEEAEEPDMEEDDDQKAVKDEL
NR2E3 ag-1: NR2E3 agonists in two-hybrid cells, primary screen, cell-based, luminescence, CHO-S, Gal4-NCOR/VP16-NR2E3. luciferase. inhibition of corepressor binding, % at 3.98 µM. hit rate 0.35% among 360,000. AID 602229, 2012;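 active = inhibition above the mean of all tested compounds plus 3 SD, cut at about 70% in these data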;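 note: 0% = DMSO with NR2E3 transfected cells and 100% = cells lacking NR2E3 construct; higher means lower luciferase signal from less NR2E3 corepressor binding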
Target sequence (Q9Y5X4 whole entry, looked up, the tested form may be a part): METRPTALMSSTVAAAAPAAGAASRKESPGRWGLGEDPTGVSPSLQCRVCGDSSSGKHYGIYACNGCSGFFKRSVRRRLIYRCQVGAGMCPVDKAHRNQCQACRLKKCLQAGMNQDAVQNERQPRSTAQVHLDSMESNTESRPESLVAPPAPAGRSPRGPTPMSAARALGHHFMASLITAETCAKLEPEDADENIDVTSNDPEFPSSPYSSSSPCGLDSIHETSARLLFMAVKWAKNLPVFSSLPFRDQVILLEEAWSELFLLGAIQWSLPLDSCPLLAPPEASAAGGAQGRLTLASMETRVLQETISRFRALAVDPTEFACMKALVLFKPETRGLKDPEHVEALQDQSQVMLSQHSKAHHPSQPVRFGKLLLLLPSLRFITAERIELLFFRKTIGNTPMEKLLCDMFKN
aDG glyco up: activators of alpha-DG glycosylation, primary screen, uHTS, Pro5-aDG cells, AlphaScreen. alpha-DG glycosylation AlphaScreen (IIH6); 0% Pro5, 100% B10-LARGE cell signal. activation, % at 10 µM. hit rate 0.22% among 360,000. AID 624168, 2012;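 active = activation of at least 8% versus controls, or a plate z-score of at least 8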;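 note: Pro5 are CHO cells carrying HIG-tagged alpha-DG that lacks glycosylation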
TRPM1 prom inh: inhibitors of MITF-dependent TRPM1 promoter reporter, primary screen, cell-based, SK-MEL-5, single point, luciferase; SK-MEL-5 TRPM1 promoter luciferase, 24 h; inhibition, % at 12.5 µM; hit rate 0.83% among 330,000; AID 488899, 2010;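 active = mean inhibition across replicates of 60% or more, whatever share of single replicates reaches that level; inconclusive = some that reach 60%, reason not given; inactive = mean inhibition across replicates below 60%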; note: values of inactives mirror those of a sister screen read the other way
Vif imaging: HIV Vif self-association inhibitors, primary screen, imaging, HEK293T, single point. HEK293T cells, Vif self-association by quenched fluorescence, 24 h. inhibition, % at 7.49 µM. hit rate 0.35% among 340,000; in the data active = inhibition above about 50%, passing the limit was not always enough; inconclusive = no clear call, values can overlap the other calls; inactive = below about 31%; note: some results filed as inactive read as strong as hits
CaV13 ICDI inh: Primary screen for inhibitors of IQ motif and Ca2+-dependent inactivation inhibitor domain binding in CACNA1D, Förster resonance energy transfer in living cells, …. HEK cells, CFP/YFP FRET ICDI-IQ, plate reader, 10 min; percent FRET-ratio fall versus neutral wells. inhibition, % at 12.3 µM. hit rate 0.098% among 340,000;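 active = mean replicate inhibition of at least 30% and at least 1% of replicates passing that level; inconclusive = only one of the two criteria is met; inactive = neither criterion is met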;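 note: 0% = median of the neutral control wells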
HIF-2a block: HIF-2a reporter inhibitors, primary screen, luminescence, 786-0 RCC cells. inhibition, % at 18.8 µM. AID 624352, 2012. 786-0 RCC cells HIF-2a reporter, luciferase luminescence, overnight. hit rate 0.72% among 360,000;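 active = inhibition of the luminescence signal of 40% or more relative to plate controls, in a single-dose primary screen at 18.75 µM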
NR2E3 ag-2: inhibitors of NR2E3-RetCOR corepressor binding, primary screen, NR2E3 agonist project, biochemical, TR-FRET, GST-NR2E3, biotin-RetCOR; AID 2300, 2010; 1536-well; hit rate 0.12% among 320,000; inhibition of corepressor binding, % at 4.78 µM; Photoreceptor-specific nuclear receptor (Homo sapiens), Q9Y5X4;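 active = percent inhibition above the cutoff of mean plus 3 SD of all tested compounds, set per screening campaign, cut at about 20% in these data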;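 note: 0% = DMSO wells and 100% = biotin wells as full block of FRET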
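Format: 1536-well format; test system: GST-NR2E3 and biotin-RetCOR proteins; read-out basis: percent inhibition of TR-FRET ratio; timing: 5 h incubation at 4 °C; detection: time-resolved FRET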
Starred values were filed as active, the others as inactive; ? = inconclusive; . = no result given.

Fields – Exocytosis inh, Peg3 promoter, hiPSC survival, PDI inh, NR2E3 ag-1, aDG glyco up, TRPM1 prom inh, Vif imaging, CaV13 ICDI inh, HIF-2a block, NR2E3 ag-2
- Cc1cc(-c2ccc(C(C)C)c(S(=O)(=O)N3CCN(c4ccccc4)CC3)c2)on1
 : 1, 21, -0.6, 15, -26, -0.4, 38, 17, -7, 12, 0
- CNC(=O)N(O)C1N(/N=C/c2cccnc2)C(=S)SC1(C)C (stereo unspecified)
 : 0, 5, 0.9, -2, -25, 0.1, -1, 6, -5, 14, 1
- O=C(CNC(=O)c1ccc(OC(F)F)cc1)NCC1(N2CCOCC2)CCCCC1
 : 0, 10, -0.5, -13, -15, -0.2, 2, 10, -3, 10, 0
- CC(=O)c1cc2cc(O)ccc2o1
 : 1, -13, -1.4, 3, -15, -0.1, -4, 1, -5, -9, -1
- CCOc1ccc(NC(=O)CCCNC(=O)Cn2cnc3sc(C)c(C)c3c2=O)cc1
 : -10, 25, 0.8, -5, 2, 0.0, 12, 5, -7, 0, 5
- O=C(CCC1CCCCC1)Nc1cccnc1
 : -2, -49, 3.0, -5, -14, 0.1, -21, -1, -4, -99, 4
- COc1cc(CN2C[C@@H](CO)O[C@@H](n3cnc4c(NCc5ccncc5)ncnc43)C2)cc(OC)c1OC
 : -7, -7, -1.1, 2, -6, -0.1, ., -2, -11, -10, .
- O=S(=O)(NC1CCCCCC1)c1cccc2cccnc12
 : -1, 16, 0.4, 2, -5, 0.0, -4, -3, -4, 7, 4
- O=C1CC(=O)Nc2cc(S(=O)(=O)NCc3cccs3)ccc2N1
 : 38, 1, 1.1, -9, -4, -0.4, 4, -9, -3, 16, -2
- O=C(CCCCC(=O)OC1CCCCC1)OC1CCCCC1
 : -13, -29, -2.0, -6, -12, 0.4, -8, 9, -5, -31, .
- C/C(Cn1nnc([N+](=O)[O-])n1)=N\NC(=O)c1ccc(Cl)c(Cl)c1
 : -1, -5, -0.1, -1, -18, 0.7, 40, -6, -7, -7, 1
- O=C(Cc1c(C(=O)O)[nH]c2ccccc12)NCCN1CCN(c2cccc(Cl)c2)CC1
 : -1, 4, -0.1, 12, -3, -0.2, -4, 7, -5, 18, 1
- CCOc1ccc(S(=O)(=O)N(CC(=O)O)c2ccc(C)cc2)cc1
 : -3, 13, 1.4, 7, -18, 0.0, 12, -13, -7, 10, 7
- CC(C)c1ccc(-c2nnn(CCC(=O)O)n2)cc1
 : -2, 31, -2.4, 4, 37, 0.1, 87*, 0, ., 89*, -2
- O=C(CCNC(=O)c1ccc(Br)cc1)Nc1ccccc1N1CCCCC1
 : 2, 18, -0.5, 4, -20, 0.0, -3, -7, -8, 20, 2
- O=S(=O)(NC1c2cccc3cccc(c23)C1Sc1ncccn1)c1ccc(Cl)cc1 (stereo unspecified)
 : -1, 23, 1.6, -2, -7, 0.4, 10, 13, -3, 21, -1
- O=C(O)C1C2CC3OC(=O)C1C3C2 (stereo unspecified)
 : 0, -28, -0.8, -4, -17, -0.1, 7, 26, -5, -3, .
- CCOc1ccc(NC(=O)CN2CCN(c3ccc(F)cc3)CC2)cc1S(=O)(=O)N1CCCC1
 : -2, -1, 0.1, -2, -10, 0.1, ., -4, -2, -5, .
- O=C(O)c1cccc(N2CCCC2)c1
 : 0, -6, -0.9, 2, -39, 0.1, 5, 14, -6, -8, 1
- CC(=O)Nc1ccc(NC(=O)C2CCCN2C(=O)NCc2ccccc2)cc1 (stereo unspecified)
 : 8, 1, -0.3, -9, -6, -0.1, 2, 4, -6, 13, 3
- COc1ccc(Cn2ccnc2SCC(=O)Nc2ccc(F)cc2F)cc1
 : -4, -2, -2.3, -37, -2, -0.1, ., ., -15, -13, .
- CCCCC1(O)CC(C(F)(F)F)=NN1C(=O)COc1ccccc1 (stereo unspecified)
 : -2, 17, 1.1, -9, 27, 0.3, 0, -5, -7, 5, 0
- COc1ccc(-n2c(CNC(=O)c3ccc(S(=O)(=O)N4CCCC4)cc3)n[nH]c2=S)cc1
 : -3, -11, 1.4, 2, -8, 0.0, -3, -3, -8, 10, 0
- CSc1cccc(N2CC(C(=O)Nc3cccc(S(=O)(=O)N4CCCC4)c3)CC2=O)c1 (stereo unspecified)
 : ?, 13, 0.6, -4, 23, -0.1, 14, -18, -6, 7, 3
- CC(C)OC(=O)/C(=C\c1ccccc1)NC(=O)c1ccccc1
 : -1, 1, 1.3, -1, -2, -0.2, -17, 9, -5, -11, 1
- CC(=O)N1CCN(S(=O)(=O)c2ccc(C)cc2)C1C (stereo unspecified)
 : -7, 9, -0.3, 4, 20, 0.1, 3, 7, -5, 14, -1
- Cc1ccc(-c2nn(-c3ccccc3)cc2C(=O)Nc2ccc(C)c(S(=O)(=O)N3CCOCC3)c2)cc1
 : -3, -13, -2.5, 4, -13, 1.7, 0, -4, -2, -7, 2
- CC(Sc1ccc(S(=O)(=O)N2CCN(C)CC2)cn1)C(=O)NC1(C#N)CCCCC1 (stereo unspecified)
 : 0, 7, 0.9, 9, -23, -0.1, -15, 0, -2, 7, .
- Cc1c(C(=O)NC2CCCCC2)oc2c1C(=O)CC(C)(C)C2
 : 1, 6, 1.4, -3, -40, 0.1, 5, -14, -11, 11, 2
- Cc1cccc2c(=O)n3c(cc12)-c1[nH]c2ccccc2c1CC3
 : -16, -16, -2.8, 1, 7, 0.0, -16, -9, -6, -29, .

Exported with bars between the fields: 2 of the compounds above.
mol | Exocytosis inh | Peg3 promoter | hiPSC survival | PDI inh | NR2E3 ag-1 | aDG glyco up | TRPM1 prom inh | Vif imaging | CaV13 ICDI inh | HIF-2a block | NR2E3 ag-2
COc1ccc(Cn2ccnc2SCC(=O)Nc2ccc(F)cc2F)cc1 | -4 | -2 | -2.3 | -37 | -2 | -0.1 | . | . | -15 | -13 | .
CCCCC1(O)CC(C(F)(F)F)=NN1C(=O)COc1ccccc1 (stereo unspecified) | -2 | 17 | 1.1 | -9 | 27 | 0.3 | 0 | -5 | -7 | 5 | 0

Other entries.
Fields – Exocytosis inh, Peg3 promoter, hiPSC survival, PDI inh, NR2E3 ag-1, aDG glyco up, TRPM1 prom inh, Vif imaging, CaV13 ICDI inh, HIF-2a block, NR2E3 ag-2
- CCc1ccc(N2CCN(C(=O)N3CCOCC3)CC2)cc1
 : 0, -8, -0.4, 4, -11, 0.3, -18, -1, -4, -9, 5
- CN(C)c1ccc(NC(=O)CSc2n[nH]c(-c3ccco3)n2)cc1
 : 0, 0, -0.3, 9, -21, -0.3, 15, 6, -3, 13, -4
- COc1ccc(-c2nc3c(c(SCC(=O)Nc4cccc(O)c4)n2)Cc2c(CO)cnc(C)c2O3)cc1
 : 6, 19, -0.3, 27, -13, -0.1, 7, 11, -4, 5, -2
- CCCN(CC(=O)Nc1ccccc1OC)C(=O)c1cc(-c2ccccc2)nn1-c1ccccc1
 : -4, 30, 2.8, 9, 1, 0.6, 6, -7, -2, 15, 1
- CCCCN(C(=O)c1cccc(S(=O)(=O)N(CC)c2ccccc2)c1)c1c(N)n(CC(C)C)c(=O)[nH]c1=O
 : 5, -8, 0.8, 6, -1, 0.0, -6, 4, -5, 2, .
- O=C(Nc1cc(C(F)(F)F)ccc1Cl)c1cccc(N2C(=O)CCC2=O)c1
 : 5, 6, -0.4, -1, 3, 0.0, 10, -3, -4, -9, 1
- OCCNc1cc(Cl)ncn1
 : 23, 10, -0.6, 6, 3, -0.1, 9, -7, -9, 6, -1
- CC1CCc2sc(C(=O)Nc3nnc(SCc4ccc(F)cc4)s3)cc2C1 (stereo unspecified)
 : 2, -35, 0.3, 10, -42, 0.4, 7, -5, 0, -67, 2
- COc1ccc(N2CCN(C(=O)c3ccc(NS(=O)(=O)c4ccc(F)c(F)c4)cc3)CC2)cc1
 : -6, -11, 0.0, -4, 20, -0.2, 1, -4, -4, -33, 4
- COc1ccccc1C(=O)N/N=C(\C)CC(=O)Nc1ccccn1
 : -7, -1, 1.3, -3, -29, -0.1, 40, -4, -4, -28, -2
- COC(=O)c1ccccc1NCc1cc(=O)oc2cc(O)c(O)cc12
 : -8, 26, -0.7, -56, -26, 0.2, -5, -4, -11, 34, 1
- O=C(C1CC(c2ccccc2O)=NO1)N1CCc2ccccc2C1 (stereo unspecified)
 : 0, -107, 2.6, -3, -49, 0.8, -30, 3, -7, -186, 1
- O=C(NC(c1ccccc1)c1ccccn1)c1cccc([N+](=O)[O-])c1 (stereo unspecified)
 : 1, 8, 0.2, -4, -17, 0.0, -2, 4, -3, 11, 3
- CCn1cc(CNC(=S)Nc2cccc3ccccc23)cn1
 : -2, 16, -1.0, 0, 4, 0.0, 4, -3, -6, -45, -2
- COc1ccccc1CNC(=O)C1Cc2cc(S(=O)(=O)N3CCCCC3)ccc2N1C(C)=O (stereo unspecified)
 : -2, -3, 0.2, 5, 0, 0.0, 1, -1, -5, 11, 8
- COc1ccc(NC(C)=O)cc1NC(=O)CN1CCN(CC(=O)Nc2ccccc2Cl)CC1
 : -2, 3, -2.1, 2, -15, -0.1, 1, -3, 0, 11, -2
- Cc1cc(-c2nc3ccccc3[nH]2)ccc1N
 : 0, -215, -0.6, -7, -138, -0.1, -76, -2, 2, -195, -3
- Cc1ccc(N(C)C(=O)N2CCN(S(=O)(=O)c3ccc(C)cc3)CC2)cc1
 : -10, -37, 4.0, ., -2, 0.2, -12, -17, -2, -85, 0
- CCc1nc2ccc(C(=O)N3CCN(C(=O)c4ccco4)CC3)cn2c1N(C)C(=O)c1cccc(OC)c1
 : -3, -3, 1.2, 19, 10, 0.0, ., -6, -5, 2, .
- Cc1ccc(C)c(CNC(=O)Nc2ccccc2)c1
 : -13, -261, -0.6, 12, -56, 0.0, -88, 0, -2, -221, 5

Screens from PubChem.
